Source: PubChem (Sanford-Burnham Center for Chemical Genomics)
Hsp70 displacement: Hsp70 inhibitors, probe displacement, primary screen, biochemical, fluorescence polarization (AID 583); Heat shock 70 kDa protein 1A (Homo sapiens); displacement, % at 20 µM; hits with a dose series show IC50 in µM; 140,000 tested, 0.06% active; Hsp70 fluorescence polarization probe displacement, mP; higher % means a stronger effect; in the data active = displacement above about 50%;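 note: plate controls were vehicle for no effect and reference ligand for full effect; a part of the inactive calls stands beside numbers as strong as those of hits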
Rat MKP-3 inhibitors: MKP-3 phosphatase inhibitors, primary screen, biochemical, rat enzyme, in vitro (AID 425); Dual specificity protein phosphatase 6 (Rattus norvegicus); recombinant MKP-3 phosphatase activity, fluorescence; higher % means a stronger effect; one-dose inhibition, % at 20 µM; IC50 in µM for titrated hits; 110,000 tested, 0.17% active; in the data active = inhibition above about 50%;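 note: plate controls were vehicle for no effect and reference inhibitor for full effect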
* = called active by the depositor; . = no result given; & = joins results of further samples. This is a subset; the hit share may differ from the screen's.

compound	Hsp70 displacement	Rat MKP-3 inhibitors
CCC(=O)N1CCN(c2nc3ccc([N+](=O)[O-])cc3s2)CC1	-4.1%	3%
O=C1c2ccccc2C(=O)N1CCCP(=O)(O)CCc1ccccc1	-2.1%	-20%
CC1CN(S(=O)(=O)c2cccs2)CC(C)O1 (centres undefined)	0.9%	0%
Cc1nnc(SCC(=O)Nc2ccc3c(c2)OCCO3)n1CC1CCCO1 (centres undefined)	6.3%	-2%
COc1ccc(CC(=O)N2CCN(C(=O)c3ccco3)CC2)cc1	9.7%	-7%
COc1ccc(CCn2c(-c3ccco3)nc3ccccc3c2=O)cc1OC	2.1%	-3%
Cc1ccc(Cn2nnnc2CN2CCC(NC(=O)c3ccc(Br)cc3)CC2)cc1	-5.4%	.
Cc1cc(C)c(C#N)c(SCC(=O)c2ccc(O)c(O)c2)n1	0.4%	7%
Cc1ccc(C)c(NC(=O)c2cc3ccccc3oc2=O)c1	1.0%	4%
COC(=O)Cn1nc(-c2ccccc2)n(-c2ccccc2)c1=S	2.0%	-10%
Cc1cnn(-c2cc(N/N=C/c3ccc(F)cc3)ncn2)c1	2.1%	5%
C/C(Cn1cnc([N+](=O)[O-])n1)=N\NC(=O)c1ccc(F)cc1	-2.0%	.
COc1ccc2nc(SCC(=O)Nc3ccc(S(=O)(=O)N4CCCC4)cc3)c(C#N)cc2c1	-26%	-15%
COc1ccc(-c2nnc(SCC(=O)NC(C)c3ccccc3)o2)cc1 (centres undefined)	-2.4%	-6%
CCOc1ccccc1Cn1c(=O)oc2ccc(C)cc21	4.1%	.
CCc1nc2ccccc2c(C(=O)OCC(=O)Nc2ccc(S(=O)(=O)N3CCOCC3)cc2)c1C	-1.5%	4%
CC(C)(C)C(=O)Nc1ccc(C(=O)Nc2ccc(NC(=O)c3ccc(NC(=O)C(C)(C)C)cc3)c(Cl)c2)cc1	-1.6%	1%
CCN(CC)c1ccc(NC(=O)c2ccc(Cl)cc2Cl)cc1	0.4%	0%
O=C1CC(=O)CC(c2ccco2)C1	1.1%	3%
O=C(O)C1CCN(C(=O)c2scc3c2OCCO3)CC1	-0.6%	8%

Compounds listed so far with a cyano group, in the order listed:
compound	Hsp70 displacement	Rat MKP-3 inhibitors
Cc1cc(C)c(C#N)c(SCC(=O)c2ccc(O)c(O)c2)n1	0.4%	7%
COc1ccc2nc(SCC(=O)Nc3ccc(S(=O)(=O)N4CCCC4)cc3)c(C#N)cc2c1	-26%	-15%

The results go on.
compound	Hsp70 displacement	Rat MKP-3 inhibitors
Cc1cc(C)n2nc(SCC(=O)Nc3c(C)n(C)n(-c4ccccc4)c3=O)nc2n1	2.6%	.
Cc1ccccc1-n1c(C)nnc1SCC(=O)N1CC(=O)Nc2ccccc21	4.3%	7%
CCOc1ccccc1NC(=O)CSc1nnc(-c2ccccn2)n1Cc1ccco1	3.8%	1%
CN(CC(=O)NCCC1=CCCCC1)S(=O)(=O)c1ccc2c(c1)c(=O)n(C)c(=O)n2C	13%	-1%
CCOc1ccc(CNc2cc([N+](=O)[O-])ccc2OC)cc1	-0.2%	5%
c1ccc(C(CN2CCOCC2)c2ccccc2)cc1	-1.7%	-12%
O=C(CCN1CCN(C/C=C/c2ccccc2)CC1)Nc1ccccc1	.	0%
NC(=O)C1CCN(C(=O)c2ccc(C(F)(F)F)cc2)CC1	-4.4%	-4%
O=C(Nc1cccc(-c2nc3ccccc3s2)c1)c1ccc(F)c(F)c1	-0.7%	4%
CCC(=O)Nc1cccc(NC(=O)CSc2nnc(C3CC3)n2C)c1	-1.9%	-1%
Clc1ccc(Cn2ncc3c(NCc4cccnc4)ncnc32)cc1	2.9%	-12%
N#CC1=C(C=Nc2ccccc2O)CCC1	-3.0%	11%
CC1CC(C)CN(C(=O)c2ccc3c(=O)n(Cc4ccc5c(c4)OCO5)c(=S)[nH]c3c2)C1 (centres undefined)	-2.5%	.
Cc1cccc(OCCn2c(=O)sc3ccccc32)c1	18%	.
CC(C)c1ccccc1NC(=O)c1cccnc1	-0.7%	-11%
CC(Sc1nc2ccccc2s1)C(=O)N1CCOCC1 (centres undefined)	6.7%	-16%
Cn1c(=O)c2c(nc(OCC3COC(C)(C)O3)n2Cc2ccccc2F)n(C)c1=O (centres undefined)	.	0%
Cc1cc(C(=O)c2ccc(Br)cc2)ccc1S(=O)(=O)Nc1cccc([N+](=O)[O-])c1	6.1%	4%
CC(=O)C1=C(O)C(=O)N(CCN(C)C)C1c1ccccc1Cl (centres undefined)	-0.1%	3%
CCc1ccc(CN2CCN(C(=O)c3ccc(OC)cc3)CC2)cc1	-1.0%	1%

Reformatted with two lines to a compound: 2 of the compounds above.
Below each SMILES – Hsp70 displacement | Rat MKP-3 inhibitors
O=C(Nc1cccc(-c2nc3ccccc3s2)c1)c1ccc(F)c(F)c1
    -0.7% | 4%
CCC(=O)Nc1cccc(NC(=O)CSc2nnc(C3CC3)n2C)c1
    -1.9% | -1%

Remaining list, next part.
compound	Hsp70 displacement	Rat MKP-3 inhibitors
COc1ccc(CCNC(=O)C(=O)NCc2ccc(C)cc2)cc1OC	-3.7%	4%
O=C(Nc1ccc(Br)cc1)c1cccc2c1C(=O)c1ccccc1-2	2.8%	0%
CCc1nnc(NC(=O)C2CCN(S(=O)(=O)Cc3ccccc3)CC2)s1	1.2%	-11%
Cc1onc(-c2c(Cl)cccc2Cl)c1C(=O)Nc1cc(C(N)=O)cc(C(N)=O)c1	4.3%	0%
COC(=O)c1ccc(N2C(=O)CC(N(C)CCc3ccc(OC)c(OC)c3)C2=O)cc1 (centres undefined)	-0.5%	-3%
O=C(NCc1ccc(F)cc1)c1ccccc1I	-2.4%	1%
COc1cccc(/C=N/n2c(SC)nnc2-c2ccccc2)c1O	-2.8%	-7%
O=C1CCC(=O)N1CC(=O)N1c2ccccc2Sc2ccccc21	-0.8%	-5%
COC(=O)c1c(NC(=O)c2ccc(C)c([N+](=O)[O-])c2)sc2c1CCC2	-2.8%	2%
Cc1ccc(CCNC(=O)C2CCCN(S(=O)(=O)c3c(C)noc3/C=C/N(C)C)C2)cc1 (centres undefined)	0.1%	-1%
O=C(COc1ccc(Cl)cc1Cl)NCCCn1ccnc1	2.2%	-7%
COC(=O)C1C(=O)CC(C)(O)C(C(=O)OC)C1/C=C/c1ccccc1 (centres undefined)	4.2%&-7.1%	-1%&0%
Cc1cc(C)n(C(=O)c2ccc(Cn3nc(C)c(Br)c3C)o2)n1	5.5%	.
O=C(CCc1ccccc1)NNC(=S)Nc1ccccc1	2.2%	2%
CCN(CC)S(=O)(=O)c1ccc(NC(=O)COc2c(OC)cccc2OC)cc1	-5.8%	0%
CCOC(=O)N1CCN(C(=O)CCSCCc2ccncc2)CC1	-3.1%	-7%
COc1ccc(-c2csc(NC(=O)Cn3nc(C)cc3C)n2)cc1	7.6%	-5%
CCCC(=O)Nc1ccc2c(c1)OCCO2	-2.5%	1%
CC(C)C(=O)Nc1nnc(Sc2ccc(N(C)C)cc2)s1	-4.4%	.
CCOC(=O)C1C(c2cccs2)NC(=O)NC1(O)C(F)(F)F (centres undefined)	0.6%	-10%
O=C(CN1C(=O)C2C3C=CC(C3)C2C1=O)Nc1cccc2c1CCCC2 (centres undefined)	-0.6%	6%
Cc1ccc(NC(=O)/C(=C/c2cccc([N+](=O)[O-])c2)NC(=O)C2CCCCC2)c(C)c1	-1.9%	.
NC(=O)SC/C(=N\S(=O)(=O)c1ccccc1)Nc1ccccc1	-3.3%	-5%
Cc1[nH]nc2c1C(c1cc(Br)cs1)C(C#N)=C(N)O2 (centres undefined)	-0.3%	-2%
COc1cccc(NC(=O)CC2C(=O)NC3CCCCC3N2C(=O)c2ccc(F)cc2)c1 (centres undefined)	-2.1%	.
COc1cccc(CNc2cnc3ccccc3c2)c1O	0.0%	.
COc1ccc(N(CC(=O)Nc2ccc(C)cc2)S(C)(=O)=O)c(OC)c1	2.6%	5%
CCOC(=O)c1c(C)[nH]c(C(=O)COC(=O)c2ccccn2)c1C	4.6%	.
O=C(c1ccccc1)c1nc[nH]c1C(=O)Nc1ccccc1	9.1%	-7%
O=C1c2ccncc2C(=O)N1Cc1cccc(Cl)c1	-1.9%	.
CCC(=O)Nc1cccc(-c2nc3ccccc3s2)c1C	-4.7%	3%
CCCOC(=O)C1C2C=C[C@]3(CN(CCc4ccccc4)C(=O)[C@H]13)O2 (some centres undefined)	-0.2%	4%
COc1ccccc1N1CCN(C(CNC(=O)c2ccc3c(c2)OCO3)c2cccnc2)CC1 (centres undefined)	-1.8%	-7%
CC(C)(C)c1ccc(C(=O)NCCOCc2ccccc2)cc1	-1.3%	4%
CCOc1cc(/C=C2\SC(=S)N(NC(=O)c3cccc([N+](=O)[O-])c3)C2=O)ccc1O	0.4%	1%
Cc1cccc(N2CCN(C(c3ccc(N(C)C)cc3)c3nnnn3C(C)(C)C)CC2)c1C (centres undefined)	-4.4%	.
COc1cc(C(=S)N2CCOCC2)ccc1OC(C)=O	0.8%	0%
CCOc1ccc2nc(SCC(=O)NC(=O)NCc3ccco3)sc2c1	1.2%	.
O=C(Nc1ncc(Cc2ccccc2)s1)c1ccccc1[N+](=O)[O-]	-2.5%	0%
CCCC(=O)Nc1ccc(NC(=O)C23CC4CC(CC(C4)C2)C3)cn1	-16%	-6%
COC(=O)c1cc(Nc2ncnc3c2cnn3-c2ccccc2)cc(C(=O)OC)c1	1.0%	-2%
Cc1c(C(=O)NCc2cccnc2)oc2ccc(S(=O)(=O)N3CC(C)CC(C)C3)cc12 (centres undefined)	-2.7%	-3%
COc1c(Cl)cc(C(=O)Nc2ccc([N+](=O)[O-])cc2C)cc1Cl	1.2%	-5%
O=C1CC(C(=O)Nc2ccc(Br)cc2)C2(CCCC2)O1 (centres undefined)	1.3%	-2%
COC(=O)C1=C(C)NC(C)=C(C(=O)OC)C1C1CC=CCC1 (centres undefined)	-2.2%	-1%
O=C(O)COc1c(Cl)cc(/C=C2\C(=O)NC(=O)N(c3ccc(F)cc3)C2=O)cc1Cl	-0.7%	3%
Cc1occc1C(=O)NCCCCc1ccccc1	-4.2%	.
Cc1cc(=O)[nH]c2cc(Cl)ccc12	-3.4%	-4%
CCCn1nnc(NC(=O)c2ccc(Cl)cc2Cl)n1	-6.0%	-5%
O=C(CCc1ccc(S(=O)(=O)N2CCOCC2)cc1)OCc1nc2ccccc2s1	1.4%	-17%
Cc1ccc(CN(Cc2cccnc2)C(=O)CN2C(=O)COc3ccccc32)o1	-2.1%	-8%
CCCc1c(O)nc(SC2CC(=O)N(c3cc(OC)ccc3OC)C2=O)[nH]c1=O (centres undefined)	-3.0%	-11%
CCOC(=O)C1CCCN(CCC(=O)Nc2ccc(F)c(F)c2)C1 (centres undefined)	1.1%	-8%
COc1ccc(CCC(=O)N2CCN(S(=O)(=O)c3ccc4ccccc4c3)CC2)cc1	-0.2%	.
COc1ccccc1OCCSc1ncnc2nc[nH]c12	5.0%	-12%
CCOC(=O)C1(CC)NC(c2cccc(F)c2)C2C(=O)N(CC)C(=O)C21 (centres undefined)	2.1%	-2%
Cc1ccc(NC(=O)c2ccc(I)cc2)cc1C	-6.0%	4%
CC(C)(C)N1CC(c2nc3ccccc3n2CCOc2ccccc2)CC1=O (centres undefined)	-1.2%	.
CCCCNc1nc(=S)[nH]c2cc(OC)c(OC)cc12	1.7%	.
COc1n[nH]c2nncnc12	0.4%	-8%

Entries of single compounds, quoted from the list.
`COc1ccccc1OCCSc1ncnc2nc[nH]c12` is listed as Hsp70 displacement = 5.0%; Rat MKP-3 inhibitors = -12%
`CCCCNc1nc(=S)[nH]c2cc(OC)c(OC)cc12` is listed as Hsp70 displacement = 1.7%; Rat MKP-3 inhibitors = .

(further entries)
compound	Hsp70 displacement	Rat MKP-3 inhibitors
CN1CCN(C(=O)c2cc(-c3ccccc3)on2)CC1	-0.5%	-13%
CCCC(=O)c1c(C)c2ccccc2n1C	-6.5%	-2%
COC(=O)CSc1nc2cc(C)cc(C)c2cc1C#N	0.9%	-10%
CC(C)C(NS(=O)(=O)c1ccc2c(c1)oc(=O)n2C)C(=O)N1CCN(Cc2ccccc2)CC1 (centres undefined)	-4.1%	-4%
COC(=O)c1cc(NC(=O)c2ccc(C)c([N+](=O)[O-])c2)cc(C(=O)OC)c1	2.9%	-1%
COc1ccc(N2C(=O)CSC2c2ccccc2F)cc1 (centres undefined)	-1.7%	-2%
C#CCOc1ccc(Br)cc1/C=N/O	-5.0%	.
CCOC(=O)[C@@H]1CCNC[C@@H]1c1ccccc1	11%	-8%
CCCn1nc(C(=O)N2CC(=O)Nc3ccccc32)c2ccccc2c1=O	1.4%	-9%
Cc1cccc(C2CC(c3ccc(Br)cc3)Nc3nc(N)nn32)c1 (centres undefined)	.	-6%

Fetched one by one from above (4):
compound	Hsp70 displacement	Rat MKP-3 inhibitors
CCCn1nc(C(=O)N2CC(=O)Nc3ccccc32)c2ccccc2c1=O	1.4%	-9%
COc1ccc(N2C(=O)CSC2c2ccccc2F)cc1 (centres undefined)	-1.7%	-2%
CN1CCN(C(=O)c2cc(-c3ccccc3)on2)CC1	-0.5%	-13%
COC(=O)CSc1nc2cc(C)cc(C)c2cc1C#N	0.9%	-10%
